Screens (PubChem)
PDI inh = inhibitors of human PDI, primary screen, biochemical, turbidity, single point, plate reader | 0.052% of 350,000 active | inhibition, % at 10 µM | Protein disulfide-isomerase (Homo sapiens), P07237 | PDI insulin aggregation turbidity, A650, 90 min;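 active = mean inhibition across replicates of 30% or more, whatever share of single replicates reach that level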;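 also: absorbance from insulin aggregation driven by PDI reduction with DTT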
CaV13 FRET inh = Disruptors of the CACNA1D IQ motif to Ca2+-dependent inactivation inhibitor domain association, primary screening, Förster resonance energy transfer in intact living …. inhibition, % at 12.3 µM. HEK cells, CFP/YFP FRET ICDI-IQ, plate reader, 10 min; percent FRET-ratio fall versus neutral wells. AID 743397. 0.098% of 340,000 active;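 active = mean replicate inhibition of at least 30% and at least 1% of replicates passing that level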;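 also: 0% = median of the neutral control wells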
Peg3 prom inh = Peg3 promoter-driven luciferase inhibitors, primary screen, cell-based, HeLa, luciferase luminescence; HeLa PEG-Prom luciferase reporter, overnight; inhibition, % at 20 µM; 1.7% of 360,000 active; AID 588405, 2011;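 active = inhibition of at least 50% at 20 µM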
hiPSC survival = enhancers of single-cell hiPSC survival, primary screen, ATPlite luminescence; 100% = ROCK inhibitor wells, 0% = DMSO; survival enhancement, % at 20 µM; 0.044% of 360,000 active; AID 602274, 2012; in the data active = survival enhancement above about 18%;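 also: cells exposed to compounds for 16 hours before the ATP read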
NR2E3 ag-1 = inhibitors of NR2E3-RetCOR corepressor binding, primary screen, NR2E3 agonist project, biochemical, TR-FRET, GST-NR2E3, biotin-RetCOR. Photoreceptor-specific nuclear receptor (Homo sapiens), Q9Y5X4. AID 2300, 2010. inhibition of corepressor binding, % at 4.78 µM. 0.12% of 320,000 active. 1536-well;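 active = percent inhibition above the cutoff of mean plus 3 SD of all tested compounds, set per screening campaign, cut at about 20% in these data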;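 also: 0% = DMSO wells and 100% = biotin wells as full block of FRET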
Target sequence (Q9Y5X4 whole entry, looked up): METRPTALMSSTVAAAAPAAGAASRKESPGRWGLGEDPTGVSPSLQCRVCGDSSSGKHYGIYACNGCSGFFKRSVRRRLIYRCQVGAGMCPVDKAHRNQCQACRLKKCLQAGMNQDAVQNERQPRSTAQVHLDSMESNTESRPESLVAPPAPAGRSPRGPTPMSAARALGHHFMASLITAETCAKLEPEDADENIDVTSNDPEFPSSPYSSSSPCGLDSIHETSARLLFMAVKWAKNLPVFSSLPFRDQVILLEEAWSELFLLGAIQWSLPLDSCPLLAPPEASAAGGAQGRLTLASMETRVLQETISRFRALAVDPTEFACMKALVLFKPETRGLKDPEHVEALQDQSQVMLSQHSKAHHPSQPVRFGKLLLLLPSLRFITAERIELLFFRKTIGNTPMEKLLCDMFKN
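Test system – NR2E3–RetCOR corepressor complex · Quantity – NR2E3 fusion 1.35 nM · Buffer or medium – Tris pH 7.5 · Incubation – Compound–protein incubation for 5 h at 4 °C · Technique – TR-FRET, Eu(K)-anti-GST donor, streptavidin-D2 acceptor, ex 340, em 617/671 nm · Evaluation – percent inhibition of 671/617 nm emission ratio versus biotin and DMSO controls · Plate – 1536-well format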
Shn3 3UTR inh = reduction of Shn3 3'UTR firefly luciferase signal, primary screen, Schnurri-3 inhibitor project, cell-based, Clone20 osteoblasts, set 2; Clone20 osteoblast Shn3 3'UTR firefly luciferase, 24 h; 0.52% of 360,000 active; inhibition, % at 12.5 µM;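 active = mean inhibition of at least 75% with every replicate also reaching 75%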;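 also: 0% = median of neutral control wells and 100% = pilot-screen positive control compound; some compounds past the cut are filed as inactive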
m5-HT2A agonist = mouse Htr2a agonists via beta-arrestin recruitment, primary screen, cell-based, luminescence; 0.66% of 360,000 active; CHO-K1 mHTR2A beta-arrestin complementation; percent of 30 µM serotonin response; activation, % at 7.6 µM;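 active = activation above a run cutoff, the mean activation of all tested compounds plus 3 SD, cut at about 14% in these data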;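 also: 0% = plate median of compound wells and 100% = 30 µM serotonin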
Target sequence (P35363 whole entry, looked up): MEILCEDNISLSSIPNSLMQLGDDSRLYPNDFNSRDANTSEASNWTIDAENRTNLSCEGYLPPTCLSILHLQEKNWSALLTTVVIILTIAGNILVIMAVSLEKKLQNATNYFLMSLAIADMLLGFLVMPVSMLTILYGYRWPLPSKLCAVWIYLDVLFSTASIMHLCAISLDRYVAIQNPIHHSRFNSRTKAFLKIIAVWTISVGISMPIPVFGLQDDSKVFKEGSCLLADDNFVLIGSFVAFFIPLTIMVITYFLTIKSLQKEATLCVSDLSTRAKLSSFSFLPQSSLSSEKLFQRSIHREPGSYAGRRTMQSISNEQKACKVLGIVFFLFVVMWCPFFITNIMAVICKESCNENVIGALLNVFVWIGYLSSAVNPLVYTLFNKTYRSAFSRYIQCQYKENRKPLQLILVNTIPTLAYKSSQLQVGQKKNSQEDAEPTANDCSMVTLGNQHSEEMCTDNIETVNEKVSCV
TRPM1 prom inh = inhibitors of MITF-dependent TRPM1 promoter reporter, primary screen, cell-based, SK-MEL-5, single point, luciferase. SK-MEL-5 TRPM1 promoter luciferase, 24 h. inhibition, % at 12.5 µM. 0.83% of 330,000 active;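 active = mean inhibition across replicates of 60% or more, whatever share of single replicates reaches that level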; also: values of inactives mirror those of a sister screen read the other way
NR2E3 ag-2 = NR2E3 agonists in two-hybrid cells, primary screen, cell-based, luminescence, CHO-S, Gal4-NCOR/VP16-NR2E3; luciferase; inhibition of corepressor binding, % at 3.98 µM; 0.35% of 360,000 active; Photoreceptor-specific nuclear receptor (Homo sapiens), Q9Y5X4; AID 602229, 2012;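 active = inhibition above the mean of all tested compounds plus 3 SD, cut at about 70% in these data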;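 also: 0% = DMSO with NR2E3 transfected cells and 100% = cells lacking NR2E3 construct; higher means lower luciferase signal from less NR2E3 corepressor binding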
HIF-2a inh = HIF-2a reporter inhibitors, primary screen, luminescence, 786-0 RCC cells; inhibition, % at 18.8 µM; 786-0 RCC cells HIF-2a reporter, luciferase luminescence, overnight; 0.72% of 360,000 active;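 active = inhibition of the luminescence signal of 40% or more relative to plate controls, in a single-dose primary screen at 18.75 µM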
H9c2 protect = cardioprotection against H2O2-induced cell death, primary screen, uHTS, H9c2 cells, ATPLite luminescence; H9c2 cardiomyocytes, H2O2 injury protection, 2 h; protection from H2O2 cell death, % at 20 µM; 0.63% of 360,000 active;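 active = compounds giving at least 50% protection of heart cells from peroxide-induced death in the single-dose screen, raw or plate-pattern-corrected value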;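 also: 0% = DMSO wells with peroxide and 100% = DMSO wells without peroxide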
Starred values were filed as active, the others as inactive; · = no result given.

SMILES | PDI inh | CaV13 FRET inh | Peg3 prom inh | hiPSC survival | NR2E3 ag-1 | Shn3 3UTR inh | m5-HT2A agonist | TRPM1 prom inh | NR2E3 ag-2 | HIF-2a inh | H9c2 protect
O=C(CCCCCn1nnc2ccccc2c1=O)N[C@H](C(=O)O)c1ccccc1 | 11 | -3 | 8 | 1.5 | 3 | -10 | 0 | 5 | -17 | 12 | 0
O=C(NC1CCN(C(=O)Nc2cccc(F)c2)CC1)c1ccco1 | 2 | -4 | 9 | 0.5 | 8 | 9 | 6 | -8 | 1 | 3 | 0
COc1ccc2c(c1)C(=NNC(=O)c1ccccn1)c1cc(OC)ccc1-2 | -10 | -4 | 37 | 1.7 | 2 | 21 | 2 | -3 | -15 | 8 | -9
Cc1ccc2nc(/C(C#N)=C\c3cc(C)n(-c4cccc([N+](=O)[O-])c4)c3C)[nH]c2c1 | -4 | -7 | -24 | -1.0 | -7 | 20 | -3 | 4 | -18 | -28 | 3
CCOC(=O)CSC1=C(C#N)C(c2ccc3c(c2)OCO3)CC(=O)N1 (stereo unspecified) | 2 | -3 | 21 | 0.6 | -1 | 14 | 1 | 19 | -11 | 19 | 0
Cc1cc(NC(=O)c2ccc(Cl)cc2)c(C(C)C)cc1O | -7 | -3 | -6 | -0.8 | -5 | 15 | -3 | 6 | 1 | 12 | -3
COc1ccc(C(=O)N2CC3(C)CC2CC(C)(C)C3)cc1OC (stereo unspecified) | 0 | -2 | 8 | -1.3 | 0 | 3 | 4 | 6 | 26 | 19 | -1
O=C(CSc1nnc(C2CC2)n1-c1ccccc1)N1CCCC1 | -1 | -6 | 16 | 8.1 | · | 59 | 5 | 3 | -12 | 13 | 4
CCOc1ccc(/C=C2/SC(=S)N(CCC(=O)Nc3ccc(C(=O)O)cc3)C2=O)cc1 | -3 | -7 | -19 | 0.0 | 0 | -15 | 10 | -51 | 2 | -80 | -6
CCCc1cc(=O)[nH]c(SCc2ccc(F)cc2)n1 | 4 | -3 | 18 | -0.1 | 2 | 13 | -3 | 6 | -15 | 17 | -5
COc1cc(CCC(=O)NCCc2ccc(F)cc2)cc(OC)c1OC | 1 | · | -1 | 0.1 | -1 | 0 | 6 | 4 | -1 | 2 | 6
CN(/N=C/c1ccc(Br)o1)C1=NS(=O)(=O)c2ccccc21 | -4 | -8 | 8 | -1.5 | -2 | -2 | -3 | 10 | 0 | -14 | 4
O=C(Nc1ccc(C(=O)N2CCOCC2)cc1)Nc1cccc2ccccc12 | 0 | -6 | -53 | -1.6 | -1 | -36 | -2 | -28 | -42 | -97 | 1
Cc1nn(CCc2nn[nH]n2)c2nc(-c3ccccc3)cc(C(F)(F)F)c12 | -10 | -4 | 14 | -1.0 | 0 | 18 | 2 | 6 | 16 | 23 | -7
O=C(COC(=O)c1ccccc1O)NCCC1=CCCCC1 | -4 | -5 | -114 | 1.6 | 0 | -24 | 0 | -38 | -13 | 2 | -11
CCC(C)NC(=O)/C=C/c1ccc(S(=O)(=O)NCc2ccco2)cc1 (stereo unspecified) | -3 | 1 | 9 | 0.4 | 2 | -34 | 2 | -4 | 3 | 11 | 2
COc1ccc([C@H]2C[C@@H](n3cc(-c4ccc(F)cc4)nn3)[C@H](O)CN2Cc2cccs2)cc1 | 11 | -4 | 28 | -0.6 | · | 20 | 0 | · | -2 | 1 | -3
CCN(Cc1ccccc1)C(=O)Cn1c(C(C)O)nc2ccccc21 (stereo unspecified) | -7 | -5 | 15 | -2.9 | -5 | 20 | 1 | 1 | 2 | 9 | 4
Cc1ccnc(NC(=O)CNC(=O)C23CC4CC(CC(C4)C2)C3)c1 | 4 | -6 | -46 | -0.3 | -1 | -49 | -3 | 2 | -1 | -56 | 5
CCN(CC)C(=O)Cn1cc([N+](=O)[O-])cc1[N+](=O)[O-] | -1 | -10 | 4 | 0.3 | · | -26 | 0 | -4 | -7 | 10 | 3
Cc1ccc(OCC(=O)Nc2ccccc2[N+](=O)[O-])c(Br)c1 | 19 | -3 | -278 | -0.8 | 1 | -51 | 5 | -78 | -19 | -250 | -12
O=C(Nc1ccc2oc(-c3ccncc3)nc2c1)c1ccc2c(c1)OCCO2 | 6 | -16 | -18 | 0.0 | -68 | -66 | -1 | -27 | -55 | -30 | 14
O=c1[nH]c2ccccc2cc1CN(Cc1ccco1)S(=O)(=O)c1ccc(F)cc1 | 0 | -3 | 9 | 0.5 | 3 | 21 | -5 | 21 | 10 | -1 | 1
CN(C)CCCN(C(=O)COc1ccc(Cl)cc1)c1nc2c(F)cccc2s1 | 5 | -2 | 8 | -0.6 | 0 | 5 | -1 | -3 | -8 | 10 | 5
CC1C(=O)C(C)C(c2ccc(O)cc2)NC1c1ccc(O)cc1 (stereo unspecified) | -4 | -21 | 12 | -0.8 | 3 | 4 | 4 | 2 | -2 | 8 | 2
Cc1nnc(NC(=O)C2CCCN2C(=O)Nc2ccccc2)s1 (stereo unspecified) | 0 | -5 | -2 | -0.3 | 2 | 10 | -3 | -5 | 5 | -4 | 3
O=C(CCS(=O)(=O)c1cc2c(cc1Cl)NC(=O)CO2)NCc1ccc(F)cc1 | · | 2 | 2 | 0.8 | 1 | 3 | -3 | 6 | 8 | 10 | -3
COc1ccc(S(=O)(=O)N2CCCCC2)cc1-n1cnnn1 | 16 | -2 | 20 | 1.2 | 0 | -7 | 3 | 0 | -7 | 2 | 1
O=C(Cn1c(=O)n(Cc2ccco2)c(=O)c2c3c(sc21)CCCCC3)c1ccccc1 | 11 | -7 | -37 | 1.0 | 2 | -58 | -1 | -15 | -5 | -43 | -2
CCOC(=O)C1CCN(C(=O)c2cc3c(ccc4ccccc43)o2)CC1 | -6 | -5 | -308 | -0.3 | 1 | -131 | -1 | -94 | -149 | -182 | -7
COc1ccc(-c2csc(N(Cc3ccco3)C(=O)c3cccs3)n2)cc1 | -1 | -7 | -54 | 0.1 | -3 | 14 | -2 | 0 | -48 | -105 | -4
CC1(C)CC(NC(=S)Nc2ccc([N+](=O)[O-])cc2)CC(C)(C)N1 | -1 | -2 | -1 | -0.4 | 5 | 1 | -3 | 15 | -10 | 17 | 8
CC(C)NC(=O)N(C)C[C@H]1Oc2c(NS(=O)(=O)c3ccc(F)cc3)cccc2C(=O)N([C@H](C)CO)C[C@@H]1C | 13 | -4 | 1 | 0.4 | · | 8 | -2 | 5 | -34 | 19 | 3
COc1cccc(CNc2nc3cc(-c4ccc(OC)c(OC)c4)sc3c(=O)n2C)c1 | -1 | -6 | -2 | -1.4 | · | 35 | 1 | · | -21 | -16 | 2
CCC(=O)Nc1ccc(C(=O)N/N=C/c2ccccc2[N+](=O)[O-])cc1 | -3 | -4 | -117 | -1.7 | 3 | -27 | 1 | -19 | -52 | -153 | 10
CN(C)S(=O)(=O)c1cccc(COC(=O)c2cnccn2)c1 | -8 | -3 | 12 | 0.4 | -1 | -13 | 1 | -3 | -11 | -1 | 9
COc1ccc(C)cc1NC(=O)CSc1nnnn1C1CCCC1 | 0 | -3 | 8 | 0.4 | 5 | 10 | 5 | 4 | -12 | -1 | -2
O=C(CCCCCN1C(=O)c2ccccc2C1=O)Nc1ccc(C(=O)O)cc1 | -3 | -4 | 12 | 0.4 | 2 | 2 | 7 | -2 | -13 | -41 | 0
COc1cc(/C=C2\SC(=S)N(CC(=O)O)C2=O)ccc1OC(=O)c1ccco1 | 9 | -2 | -72 | -0.7 | 3 | -53 | 0 | 3 | -17 | 18 | -4
CCCN1Cc2cccc(C(=O)NCc3cccs3)c2C1=O | -3 | -4 | 23 | -0.6 | 2 | 15 | -2 | 11 | 5 | 11 | 0
Cc1ccccc1Oc1ccccc1N | 8 | -6 | 11 | -0.4 | -3 | 0 | 1 | -11 | -4 | 11 | -3
Cc1cc(C)cc(-c2nnc(SCc3ccc(C(=O)O)cc3)o2)c1 | -2 | -2 | 0 | 4.0 | 1 | -8 | 4 | -9 | -27 | 6 | 1
O=C(OCCCc1cc2ccccc2c(=O)o1)N1CCOCC1 | 17 | -12 | -20 | -2.8 | · | -19 | 2 | -12 | -11 | -32 | -3
COC1CCN(C(=O)CC2C(=O)NCCN2CC(C)(C)C)CC1 (stereo unspecified) | 12 | -16 | 5 | -0.4 | 2 | -7 | 4 | 5 | -23 | 13 | 4
Cc1cc(C(=O)N2CCC(C)CC2)on1 | 3 | -3 | 3 | -0.4 | 0 | -3 | 6 | -6 | 20 | 10 | 1
CS(=O)(=O)c1ccccc1C(=O)Nc1ccc(-c2nc3ccccc3o2)cc1 | -2 | -4 | -303 | -0.4 | 1 | -27 | 2 | -70 | -113 | -263 | 7
CCC(=O)n1nc(-c2ccc(Cl)cc2)nc1SC | -16 | -3 | -176 | -2.7 | -1 | -26 | -2 | -59 | -66 | -215 | 10
COC(=O)c1cscc1NC(C)=O | 5 | -7 | 3 | -0.6 | -1 | 11 | 2 | -6 | -17 | 5 | 1
CCC1CCc2sc(C(=O)NC3CCN(Cc4ccccc4)CC3)cc2C1 (stereo unspecified) | -2 | -5 | 49 | 0.4 | 2 | 47 | -18 | 2 | 2 | -13 | -5

Molecules from the list above with a Cl atom:
SMILES | PDI inh | CaV13 FRET inh | Peg3 prom inh | hiPSC survival | NR2E3 ag-1 | Shn3 3UTR inh | m5-HT2A agonist | TRPM1 prom inh | NR2E3 ag-2 | HIF-2a inh | H9c2 protect
Cc1cc(NC(=O)c2ccc(Cl)cc2)c(C(C)C)cc1O | -7 | -3 | -6 | -0.8 | -5 | 15 | -3 | 6 | 1 | 12 | -3
CN(C)CCCN(C(=O)COc1ccc(Cl)cc1)c1nc2c(F)cccc2s1 | 5 | -2 | 8 | -0.6 | 0 | 5 | -1 | -3 | -8 | 10 | 5
O=C(CCS(=O)(=O)c1cc2c(cc1Cl)NC(=O)CO2)NCc1ccc(F)cc1 | · | 2 | 2 | 0.8 | 1 | 3 | -3 | 6 | 8 | 10 | -3
CCC(=O)n1nc(-c2ccc(Cl)cc2)nc1SC | -16 | -3 | -176 | -2.7 | -1 | -26 | -2 | -59 | -66 | -215 | 10
